Screening results as filed in PubChem.
P. falciparum M17LAP: P. falciparum M17LAP inhibitors, primary screen, biochemical, fluorogenic H-Leu-NHMec substrate, 1536-well (AID 1619); recombinant M17LAP, H-Leu-NHMec fluorogenic kinetic assay; higher % means a stronger effect; inhibition, % at 30 µM; hits with a dose series show IC50 in µM; 0.38% of 220,000 active;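 active = compound inhibiting the enzyme by more than half at any dose during confirmatory dose-response retesting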;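 note: plate controls were full reaction with DMSO carrier for no effect and no enzyme background for full effect; strong numbers were not always called active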
Dynein cargo inh: dynein cargo transport inhibition; 3617.4 mouse cells, GR-EGFP nuclear translocation imaging; test concentration mostly 20 µM; stimulated with dexamethasone, 1 µM; stronger effect = lower value; z-score, hits read low; 0.47% of 220,000 active; AID 1381;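 active = plate z-score of nuclear minus cytoplasmic receptor signal below a set negative limit, without overly bright fluorescence or cell loss, cut at about -3.5 in these data, passing the limit was not always enough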;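 note: z-score of nuclear minus cytoplasmic ring GR-EGFP intensity difference per well; some compounds called inactive have numbers as strong as hits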
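Buffer or medium: tet-free medium with charcoal-stripped serum / Also added: dexamethasone agonist, 1.0 µM final, for 30 min / Timing: induction 48 h, compound 1 h, agonist 30 min / Measured by: high-content fluorescence imaging after fixation / Read-out: nuclear-to-cytoplasmic GR-EGFP distribution per well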
NOD2 inhibition: inhibition of NOD2-driven NF-kB reporter – cell-based, luminescence, uHTS, HEK293 (AID 1566); HEK293 NOD2/NF-kB luciferase reporter, luminescence; higher % means a stronger effect; inhibition, % at 4 µM, or EC50 in µM where a hit was titrated; 0.63% of 290,000 active; note: many of its hits are not listed in these tables
GPR55 activation: selective activators of receptor GPR55 – imaging, U2OS cells, beta-arrestin-GFP redistribution, primary screen (AID 1961); U2OS GPR55 beta-arrestin-GFP redistribution imaging; higher % means a stronger effect; activation, % at 10 µM, or EC50 in µM where a hit was titrated; 0.048% of 290,000 active;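 active = activation above 40% with more than 50 cells counted in the well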;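 note: U2OS osteosarcoma cells stably expressing GPR55 and beta-arrestin-GFP; plate controls were DMSO negative control for no effect and LPI positive control for full effect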
KOR beta-arrestin-1: kappa opioid receptor blockers – cell-based, luminescence, uHTS (AID 1778); inhibition, % at 10 µM; hits with a dose series show IC50 in µM; KOR beta-arrestin recruitment, luminescence, antagonist mode; higher % means a stronger effect; 0.091% of 290,000 active; note: strong numbers were not always called active
AID2073: disruptors of CaV2.2 binding to Mint1 – biochemical, HTRF (AID 2073); HTRF protein-protein interaction, Mint1-CaV2.2; higher % means a stronger effect; inhibition, % at 20 µM; hits with a dose series show IC50 in µM; 0.19% of 290,000 active; in the data active = inhibition mostly above about 51%, no sharp cut-off; note: some results filed as inactive read as strong as hits
KOR beta-arrestin-2: kappa opioid receptor activators – cell-based, luminescence, uHTS, primary screen (AID 1777) | KOR beta-arrestin recruitment, luminescence; higher % means a stronger effect | activation, % at 10 µM, or EC50 in µM where a hit was titrated | 0.02% of 280,000 active; in the data active = activation above about 50%, passing the limit was not always enough; note: a part of the inactive calls stands beside numbers as strong as those of hits
M1AAP inhibition: malaria alanyl aminopeptidase activity blockers – biochemical, fluorogenic H-Leu-NHMec substrate, 1536-well (AID 1445); recombinant M1AAP, H-Leu-NHMec fluorogenic kinetic assay; higher % means a stronger effect; inhibition, % at 30 µM, or IC50 in µM where a hit was titrated; 0.42% of 220,000 active;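 active = primary inhibition above the hit cutoff, then over 50% inhibition at one or more dose response concentrations, cut at about 23% in these data, passing the limit was not always enough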;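 note: plate controls were DMSO full reaction for no effect and no enzyme background for full effect; strong numbers were not always called active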
NOD1 NF-kB reporter: inhibition of NOD1-driven NF-kB reporter – cell-based, luminescence, uHTS, primary screen (AID 1578); NOD1-driven NF-kB luciferase reporter cells, luminescence; higher % means a stronger effect; 1% of 290,000 active; inhibition, % at 4 µM; hits with a dose series show EC50 in µM; in the data active = inhibition mostly above about 36%, no sharp cut-off; inactive = mostly below about 34%;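 note: HEK-293T reporter cells stimulated with the NOD1 agonist gamma-tri-DAP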
Dynein cargo inh cytoplasmic EGFP: also measured in Dynein cargo inh; calls as there; z-score; measured here: cytoplasmic GR-EGFP intensity; stronger effect = higher value
Dynein cargo inh nuclear GR-EGFP: also measured in Dynein cargo inh; calls as there; z-score; measured here: nuclear GR-EGFP intensity;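 lower value marks the stronger effect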
Dynein cargo inh cell count: recorded beside Dynein cargo inh, whose call it bears; z-score; measured here: cell count per field
An asterisk follows results filed as active; · = no result given; [ ] = another dose, or the depositor's remark. Cut-off read from the data, not from the text of the source, unless noted: active = inhibition above about 50%; inactive = the rest. This is a subset, so the mix of outcomes need not match the whole.

SMILES | P. falciparum M17LAP | Dynein cargo inh | Dynein cargo inh cytoplasmic EGFP | Dynein cargo inh nuclear GR-EGFP | Dynein cargo inh cell count | NOD2 inhibition | GPR55 activation | KOR beta-arrestin-1 | AID2073 | KOR beta-arrestin-2 | M1AAP inhibition | NOD1 NF-kB reporter
O=C1CCN(C(=O)Cc2ccccc2[N+](=O)[O-])CC1 | 0% | 1.2 | -0.32 | 0.44 | -0.0049 | 5% | 0.4% | 3% | -9% | -3.2% | 4% | -21%
C#C[C@@]1(O)CCC2C3CCC4=C/C(=N/OCC(=O)NC(CCC(N)=O)C(=O)O)CC[C@]4(C)C3CC[C@@]21C (stereo partly specified) | · | · | · | · | · | -1% | 0.4% | -29% | 6% | 0.7% | · | -3%
CC(Cc1ccccc1)NC(=O)/C=C/C(=O)O (stereo unspecified) | -7% | -0.93 | -0.22 | -0.45 | 1.2 | -7% | 0.1% | -15% | -4% | 4.4% | 10% | -28%
O=C(O)CCC(=O)N1N=C(c2c(-c3ccccc3)c3cc(Cl)ccc3[nH]c2=O)CC1c1ccco1 (stereo unspecified) | 1% | 0.03 | -0.27 | 0.0045 | 0.11 | 9% | -0.1% | -4% | 12% | 2.6% | 13µM* | -13%
O=C1NC(=O)N(Cc2ccccc2Cl)C(=O)/C1=C/N1CCOCC1 | 15% | -0.97 | -0.31 | -0.5 | 0.75 | -10% | 0.1% | 21% | 0% | -0.2% | 12% | ·
O=c1[nH]c(=O)n(Cc2ccccc2)c(O)c1/C=N/NCCO | 2% | 0.47 | -0.14 | 0.79 | 0.22 | 12% | -0.3% | 20% | -1% | 2.3% | 4% | -11%
CC(C)c1cc(Br)c(NC(=O)Nc2cccnc2)c(Br)c1 | · | · | · | · | · | 16% | -0.1% | 25% | 3% | -1.4% | · | -1%
Cc1cc(=O)[nH]c(CCl)n1 | 3% | -0.77 | -0.066 | -0.28 | 0.28 | 22% | -0.1% | -11%[20 µM] | 13% | 4.2% | 11% | 15%
CCc1cc(=O)[nH]c(SCCCF)n1 | 10% | -0.068 | -0.37 | -0.069 | 1 | 13% | 0.2% | -36% | 0% | 11% | 5% | 9%
O=c1cccc2n1CC1CC2CN(CC(O)CN2CC3CC(C2)c2cccc(=O)n2C3)C1 (stereo unspecified) | · | · | · | · | · | -12% | -0.1% | -42% | 6% | -0.4% | · | -12%
C=CCn1c(O)c(/C=N/N2CCCCC2)c(=O)[nH]c1=O | 1% | -0.071 | -0.21 | 0.4 | 0.6 | -1% | -0.1% | -8% | 0% | 1.5% | 5% | 0%
Cc1cc(/C=C2\C(=O)NC(=O)N(c3ccccc3)C2=O)c(C)n1-c1ccc(C(=O)O)c(Cl)c1 | · | · | · | · | · | 8% | -0.3% | -36%[20 µM] | 8% | -4.5% | · | -25%
COc1ccc(-c2nn(CCC#N)cc2C(=O)NCc2ccccc2)cc1[N+](=O)[O-] | · | · | · | · | · | 14% | -0.1% | -51%[20 µM] | 0% | -2.9% | · | 2%
CCN(CC)C(=O)Cn1cc(C=C2C(=O)N(C)C(=O)N(C)C2=O)c2ccccc21 | · | · | · | · | · | 4% | 0.4% | -24% | 8% | -0.7% | · | -8%
CC12CCC3C(CC=C4CC(O)CCC43C)C1C/C(=C\c1cccc(F)c1)C2=O (stereo unspecified) | -1% | -0.8 | -0.17 | -0.56 | 0.42 | 4% | 0.6% | -39% | 10% | 32% | -5% | -17%

Looked up above.
CC12CCC3C(CC=C4CC(O)CCC43C)C1C/C(=C\c1cccc(F)c1)C2=O (stereo unspecified) in KOR beta-arrestin-2 shows 32%
CCN(CC)C(=O)Cn1cc(C=C2C(=O)N(C)C(=O)N(C)C2=O)c2ccccc21 in NOD2 inhibition shows 4%
Cc1cc(=O)[nH]c(CCl)n1 in Dynein cargo inh nuclear GR-EGFP shows -0.28

Carrying on.
SMILES | P. falciparum M17LAP | Dynein cargo inh | Dynein cargo inh cytoplasmic EGFP | Dynein cargo inh nuclear GR-EGFP | Dynein cargo inh cell count | NOD2 inhibition | GPR55 activation | KOR beta-arrestin-1 | AID2073 | KOR beta-arrestin-2 | M1AAP inhibition | NOD1 NF-kB reporter
CCOP(=O)(OCC)C(c1ccccc1)N(C)C=O (stereo unspecified) | 3% | -0.64 | -0.18 | -0.45 | -0.17 | 18% | -0.3% | -6% | 0% | -1.2% | 3% | -6%
Clc1ccccc1CN1CCNCC1 | · | · | · | · | · | -14% | 0.0% | 10% | 4% | 3.4% | · | -10%
CC(=O)Nc1ccc(C2CN(C)CC2C(=O)c2ccc(Cl)cc2)cc1 (stereo unspecified) | -2% | -0.7 | -0.3 | -0.44 | 0.97 | 17% | -0.1% | 14%[20 µM] | 5% | 6.6% | 1% | -10%
Cn1c(O)c(C=NCCCC(=O)O)c(=O)n(C)c1=O | -8% | 0.26 | -0.4 | 0.26 | 0.28 | -11% | -0.1% | -35% | 16% | -0.1% | 5% | -22%
O=C1NC(=O)N(CCNc2ncc(C(F)(F)F)cc2Cl)C(=O)C1/C=N/OCc1c(F)cccc1Cl (stereo unspecified) | 22% | 0.69 | 0.053 | 1.2 | 0.014 | 29% | -0.1% | -20% | -1% | 0.1% | -4% | ·
CCc1ccc(CNCCc2ccccc2F)cc1 | -7% | 0.015 | -0.25 | 0.14 | -0.046 | -13% | -0.2% | · | -9% | 9.4% | 2% | -39%
CCc1ccc(N2C(=O)NC(=O)/C(=C\C=C\c3ccco3)C2=O)cc1 | 4% | -3.9* | 2.7* | -2.2* | -1.3* | -29% | -0.1% | 5% | 2% | 2.8% | 9% | 89%*
CCCNS(=O)(=O)c1ccc(OCC(=O)N2CCN(C)CC2)cc1 | 10% | 1 | -0.27 | 0.36 | 0.82 | 3% | -0.3% | 6% | 12% | -3.9% | 2% | -22%
Cc1ccc(NC(=O)CN2C(=O)CN=C(c3ccccc3)c3cc(Cl)ccc32)cc1 | 8% | 0.42 | -0.13 | 0.43 | -0.95 | -13% | -0.2% | -45% | 26% | 6.4% | 7% | 38%
CCOP(=O)(OCC)C(NC(=O)c1ccc(OC)cc1)C(Cl)(Cl)Cl (stereo unspecified) | -1% | -0.81 | -0.17 | -0.38 | 0.86 | 3% | -0.1% | 12% | 8% | -3.2% | -1% | -11%
O=C(C(=O)N1CCOCC1)c1cn(Cc2ccccc2)c2ccccc12 | 20% | -0.084 | -0.36 | -0.12 | 0.87 | 6% | -0.2% | -16% | -25% | 1.9% | 7% | -22%
[N-]=[N+]=NCCN1CCC(O)CCC1=O (stereo unspecified) | · | · | · | · | · | 1% | 0.4% | -28%[20 µM] | 7% | -1.1% | · | 13%
COc1ccc(OCC(=O)N2CCN(C(C)C)CC2)cc1 | 0% | 0.052 | -0.26 | -0.039 | 0.12 | 9% | 0.5% | -15% | 20% | -2.6% | -1% | -31%
COc1cccc(N2C(=O)CC(=O)NC2=O)c1 | 33% | 1.6 | -0.4 | 0.62 | -1 | 6% | -0.3% | 5% | 4% | -5.0% | 3% | 15%
O=C1CCCC2C3CCCN4CCCC(CN12)C34 (stereo unspecified) | -8% | -0.15 | -0.18 | -0.19 | 0.38 | 13% | -0.1% | -3% | -8% | -2.0% | -3% | 21%

Reprinted at random: two compounds from above, in no set order.
SMILES | P. falciparum M17LAP | Dynein cargo inh | Dynein cargo inh cytoplasmic EGFP | Dynein cargo inh nuclear GR-EGFP | Dynein cargo inh cell count | NOD2 inhibition | GPR55 activation | KOR beta-arrestin-1 | AID2073 | KOR beta-arrestin-2 | M1AAP inhibition | NOD1 NF-kB reporter
CCc1ccc(CNCCc2ccccc2F)cc1 | -7% | 0.015 | -0.25 | 0.14 | -0.046 | -13% | -0.2% | · | -9% | 9.4% | 2% | -39%
CCOP(=O)(OCC)C(c1ccccc1)N(C)C=O (stereo unspecified) | 3% | -0.64 | -0.18 | -0.45 | -0.17 | 18% | -0.3% | -6% | 0% | -1.2% | 3% | -6%

(next part)
SMILES | P. falciparum M17LAP | Dynein cargo inh | Dynein cargo inh cytoplasmic EGFP | Dynein cargo inh nuclear GR-EGFP | Dynein cargo inh cell count | NOD2 inhibition | GPR55 activation | KOR beta-arrestin-1 | AID2073 | KOR beta-arrestin-2 | M1AAP inhibition | NOD1 NF-kB reporter
O=C1NC(=O)C(C(CC(=O)c2ccccc2)c2ccccc2)C(=O)N1 (stereo unspecified) | -1% | 0.38 | -0.4 | 0.4 | 1.4 | 3% | -0.1% | 15%[20 µM] | -2% | · | -6% | -16%
CCCOc1ccc(C(=O)NC(=S)N2C[C@H]3C[C@H](C2)c2cccc(=O)n2C3)cc1 | · | · | · | · | · | -3% | -0.1% | -37%[20 µM] | 17% | -7.0% | · | -21%
COc1ccc(NS(=O)(=O)c2ccc(-c3cnc(C4CC4)o3)cc2)cc1OC | · | · | · | · | · | 14µM* | 0.0% | -105% | 0% | 6.5% | · | 2µM*
CC/C(=N\Nc1ccccc1)c1c(O)n(-c2ccccc2)c(=O)[nH]c1=O | 5% | 0.26 | -0.27 | 0.072 | -0.18 | -39% | 0.2% | 18% | 6% | 0.5% | 3% | -3%
Cc1c(N=Nc2c(O)[nH]c(=S)[nH]c2=O)c(=O)n(-c2ccccc2)n1C | -65% | -0.54 | -0.29 | -0.38 | 0.76 | 7% | -0.2% | -14% | -15% | -3.9% | -10% | 13%
O=C(/C=C/c1ccc(Br)cc1)NC(=S)N1C[C@H]2C[C@H](C1)c1cccc(=O)n1C2 | · | · | · | · | · | -11% | -0.1% | -4%[20 µM] | -9% | -4.8% | · | -26%
Cn1c(=O)n(C)c2cc([N+](=O)[O-])c(N3CCNCC3)cc21 | 3% | -0.32 | -0.28 | -0.31 | 0.11 | 11% | -0.3% | 0% | -9% | 0.5% | 3% | -27%
CCC1(CC)C(=O)N(C)C(=O)NC1=NC | 4% | -0.31 | -0.23 | 0.29 | 0.34 | 21% | 0.5% | 8% | -5% | 4.8% | 0% | 3%
O=c1[nH]c(=O)n(Cc2ccc(F)cc2)c(O)c1/C=N/Nc1ccccc1 | -3% | 0.12 | -0.28 | 0.14 | 0.21 | -43% | -0.3% | 17% | 62% | 2.0% | 9% | 0%
Cc1ccc2c(c1)C1CN(C)CCC1N2C(=S)Nc1cccnc1 (stereo unspecified) | -2% | -0.61 | -0.2 | -0.3 | -0.11 | 8% | 0.0% | · | -4% | · | -2% | -34%
